SK-BR-3 tox 24h: SK-BR-3 proliferation inhibitors, primary screen, cell-based, human, 24 h. 41,000 tested, 0.47% active. SK-BR-3 viability, CellTiter-Glo ATP luminescence; active compounds read low. viability, % at 10 µM. AID 847, 2007;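 active means viability at or below the median of all test compounds minus 3 SD, in both replicates if run twice, cut at about 45% in these data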;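 further: 100% = median untreated cell wells and 0% = median positive control drug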
Starred values were filed as active, the others as inactive; & = joins results of further samples. The list is partial; count on the stated rates, not on these rows.

SMILES	SK-BR-3 tox 24h
CCOC(=O)c1ccc2ncc(C(=O)OCC)c(NCc3ccco3)c2c1	71
C[C@H]1C[C@@H]2[C@H]([C@@H](O)C[C@@]3(C)[C@H]2CC[C@]3(O)C(=O)CO)[C@@]2(C)C=CC(=O)C=C12	110
Cn1c(=O)c2c(nc(N3CCc4ccccc4C3)n2Cc2ccccc2F)n(C)c1=O	92
CN1CCN(c2nc(N3CCN(c4ccccc4)CC3)ncc2F)CC1	84
O=C(CSc1nnc(C2CC2)n1Cc1ccccc1)c1ccc(S(=O)(=O)N2CCOCC2)cc1	81
CCCOc1ccc(-c2nnc(-c3ccco3)o2)cc1	98
O=C1c2ccccc2C(=O)N1CCCCCc1nc(-c2ccccc2)no1	92
C=C1N(CCCCCC(=O)O)C(=O)OC12CCCCC2	58
O=C(Nc1ccc(N2CCN(Cc3ccccc3Cl)CC2)cc1)c1cccnc1	95
CCCc1nc2oc3c(NCCOCCO)ncnc3c2c2c1COC(C)(C)C2	88
Cc1cc(NC(=O)C2CC(c3cccc(Br)c3)=NO2)no1 (configuration not stated)	98
CC(C)C(NS(=O)(=O)c1cccs1)C(=O)N1CCc2ccccc2C1 (configuration not stated)	96
CCN1CCN(CCCNC(=O)C2c3ccccc3C(=O)N(C)C2c2ccc(OC)cc2)CC1 (configuration not stated)	80
COC(=O)CSc1nc2ccccc2c(=O)n1C	95
Cc1sc2ncn(CCn3cnc4sc(C)c(C)c4c3=O)c(=O)c2c1C	86
CCOC(=O)c1ccc(CNC(=O)c2n[nH]c(=O)c3ccccc23)o1	95
CC(C)OC(=O)Nc1ccc(Oc2c(F)c(F)c(F)c(F)c2F)cc1	85
CCOC(=O)C1CCCN(C(=O)c2c(-c3ccccc3Cl)noc2C)C1 (configuration not stated)	91
CCCc1nc(N2CCCC2)c(C#N)c2c1CCCC2	89
O=c1oc2ccccc2c(O)c1CN1CCCCC1	86
CC(C)(C)C1CCC2(CC1)C(C#N)=C(SCC(=O)Nc1ccccc1)NC(=O)C2C#N (configuration not stated)	148
Cc1ccc2c(c1)cc(CN(Cc1ccc3c(c1)OCO3)C(=O)c1cnccn1)c1nnnn12	83
CCOC(=O)CCCCC(=O)c1[nH]c(=O)[nH]c1Cn1ccnc1	83
COC(=O)CCC(=O)Nc1cccc(Br)c1	77
COc1ccc(CCN2CC(O)=C(c3nc4ccccc4c(=O)[nH]3)C2=N)cc1OC	82
O=C1CC(N2CCN(Cc3ccc4c(c3)OCO4)CC2)C(=O)N1Cc1ccc(N2CCCC2=O)cc1 (configuration not stated)	83
N#Cc1sc2nc3c(c(-c4cccnc4)c2c1N)CCC3	89
O=C1c2ccccc2S(=O)(=O)N1CC(O)COc1ccc(Cl)cc1 (configuration not stated)	120
COc1cccc(N(CC(=O)Nc2cccc(N(C)S(C)(=O)=O)c2)S(C)(=O)=O)c1	70
COc1ccc(OC)c(NC(=O)CCN2CCCCC2)c1	90
Cc1csc(NC(=O)CSc2nnc(-c3ccncc3)n2C)n1	97
O=C(c1cc(-c2ccncc2)nc2ccc(Br)cc12)N1CCN(c2ccccn2)CC1	69
COC(=O)COc1ccc(S(=O)(=O)Nc2ccc(C(N)=O)cc2)cc1	78
COc1ccccc1N1CCN(C(=O)c2ccc(S(=O)(=O)N3CCCCCC3)cc2)CC1	84
Cc1ccc(S(=O)(=O)Cn2nnnc2C(C(C)C)N2CCN(Cc3ccco3)CC2)cc1 (configuration not stated)	112
O=C(CSc1nnc(-c2ccccc2)n1Cc1ccccc1)N1CCCC1	95
CCOc1ccccc1C1C(C#N)=C(N)Nc2onc(-c3ccccc3)c21 (configuration not stated)	95
CC1=C(Sc2ccccn2)C(=O)NC(C)(C)C1	95
COc1ccccc1NC(=O)Cn1cnc2c(cnn2-c2ccc(C)c(C)c2)c1=O	79
CCN(CC)S(=O)(=O)c1ccc(Cl)c(C(=O)NC2CCCC2)c1	84

Next part (seven carried over from the part before).
SMILES	SK-BR-3 tox 24h
COc1ccccc1N1CCN(C(=O)c2ccc(S(=O)(=O)N3CCCCCC3)cc2)CC1	84
Cc1ccc(S(=O)(=O)Cn2nnnc2C(C(C)C)N2CCN(Cc3ccco3)CC2)cc1 (configuration not stated)	112
O=C(CSc1nnc(-c2ccccc2)n1Cc1ccccc1)N1CCCC1	95
CCOc1ccccc1C1C(C#N)=C(N)Nc2onc(-c3ccccc3)c21 (configuration not stated)	95
CC1=C(Sc2ccccn2)C(=O)NC(C)(C)C1	95
COc1ccccc1NC(=O)Cn1cnc2c(cnn2-c2ccc(C)c(C)c2)c1=O	79
CCN(CC)S(=O)(=O)c1ccc(Cl)c(C(=O)NC2CCCC2)c1	84
CCSc1nc2ccccc2n1CC(=O)N1CCCCC1	99
CCCCNC(=O)OC1CCS(=O)(=O)C1 (configuration not stated)	106
N#CC[n+]1cc(-c2ccc(Cl)cc2)n2c1CCC2	54
CCn1c(SCCOc2ccc(OC)cc2)nnc1C(CO)NC(=O)c1ccc(OC)cc1 (configuration not stated)	88
COc1cccc(CC(C(=O)Nc2cc(C)ccc2C)c2nn[nH]n2)c1OC (configuration not stated)	79
COC(=O)CCN(C1CCCCC1)S(=O)(=O)c1ccc(S(=O)(=O)N2CCCCC2)cc1	102
O=C(CSc1ncccc1-c1nc2ccccc2[nH]1)NCc1ccco1	52
CC(/C=N/n1cnnc1)=C\c1ccco1	110
CCOC(=O)CN1C2=NCCN2c2ccccc21	87
Cc1ccc(OCCCC(=O)N2CCOCC2)c(C)c1	89
COc1ccc(C2(C(=O)Nc3ccc(C(=O)O)cc3)CCOCC2)cc1	117
CCC(=O)Nc1cccc(NC(=O)CSc2nnnn2C2CCCC2)c1	69
CCOc1ccc(C(=O)c2ccncc2)cc1	89
COc1ccc(C2C(C#N)=C(N)Oc3n[nH]c(-c4ccccn4)c32)c(OC)c1OC (configuration not stated)	94
CCCc1cc(=O)oc2cc(C)cc(OCC(=O)O)c12	97
Clc1cccc(-c2nc3nc4ccccc4nc3n2Cc2ccco2)c1	80
CSc1ccccc1-n1nnnc1SCc1ccccc1	87
CC(=O)c1cccc(NC(=O)COc2ccc(S(=O)(=O)N3CCCCC3)cc2)c1	100
O=C(Nc1cnccn1)c1ccncc1	89
Cc1ccc(-n2nc(C)c3c2OC(N)=C(C#N)C3c2cccs2)cc1 (configuration not stated)	83
CC(=O)CCc1ccc(OCCCCn2cncn2)cc1	83
CCCCCOC(=O)C1C2C=CC3(CN(c4ccccc4C)C(=O)C13)O2 (configuration not stated)	104
Cc1[nH]c(=O)[nH]c(=O)c1CSc1nnc([C@@H](NC(=O)OC(C)(C)C)C(C)C)o1	82
CN(C)c1ccc(P(=O)(OCc2ccccc2)C(O)c2ccncc2)cc1 (configuration not stated)	88
O=C(CSC1=NCCS1)NC1CCCCC1	87
CCOC(=O)CCc1c(C)c2ccc(OC(C)C(=O)OCC)c(C)c2oc1=O (configuration not stated)	96
COc1ccccc1C(=O)Nc1c2c(nn1-c1cccc(C)c1C)CS(=O)C2 (configuration not stated)	91
COCc1cc(C)nc(SCC(=O)Nc2cc3c(cc2C#N)OCO3)c1C#N	78
Cc1cc(S(=O)(=O)N2CCCC2)ccc1OCC(=O)NCc1ccco1	87
O=S(=O)(NC1CCc2ccccc21)c1ccc(S(=O)(=O)N2CCCC2)cc1 (configuration not stated)	80
O=C(Nc1ccc(Br)cn1)c1ccc2nccnc2c1	96
COc1cccc(C(=O)NCC(=O)n2nc(C)cc2C)c1	90
CCOC(=O)C1CCCN(CCCc2ccccc2)C1 (configuration not stated)	85&93
CCOc1ccc(S(=O)(=O)Nc2ccccc2SC)c2cccnc12	75
CC(OC(=O)c1cc2sccc2n1C)C(=O)NCc1cccs1 (configuration not stated)	98
CS(=O)(=O)N(CCc1ccccc1)CC(=O)N1CCc2ccccc2C1	83
COc1ccc(N(CN2C(=O)C3C4C=CC(C4)C3C2=O)C(=O)c2ccco2)cc1 (configuration not stated)	100
Nc1cccc(-n2nncc2-c2ccccc2)c1	76
COc1ccc(Cn2nnnc2C(C(C)C)N2CCc3ccccc32)cc1 (configuration not stated)	95
CC1(C)Cc2ccccc2-c2nnc(-c3cccnc3)n21	90

Rewritten bar-delimited: seven of the compounds above
SMILES | SK-BR-3 tox 24h
O=C(CSC1=NCCS1)NC1CCCCC1 | 87
CCOC(=O)CCc1c(C)c2ccc(OC(C)C(=O)OCC)c(C)c2oc1=O (configuration not stated) | 96
COc1ccccc1C(=O)Nc1c2c(nn1-c1cccc(C)c1C)CS(=O)C2 (configuration not stated) | 91
COCc1cc(C)nc(SCC(=O)Nc2cc3c(cc2C#N)OCO3)c1C#N | 78
Cc1cc(S(=O)(=O)N2CCCC2)ccc1OCC(=O)NCc1ccco1 | 87
O=S(=O)(NC1CCc2ccccc21)c1ccc(S(=O)(=O)N2CCCC2)cc1 (configuration not stated) | 80
O=C(Nc1ccc(Br)cn1)c1ccc2nccnc2c1 | 96

Carrying on.
SMILES	SK-BR-3 tox 24h
O=C(NCCN1CCN(C(=O)NC2CCCCC2)CC1)NC1CCCCC1	108
Cc1ccc(C)c(-n2c(SCC(=O)N3CCCC3)nnc2-c2ccccn2)c1	86
FC(F)(F)c1cc(-c2ccco2)nc(-n2cnc3ccccc32)n1	81
Nc1nc(CSc2nnc(-c3cccc(F)c3)n2-c2ccccc2)nc(N2CCOCC2)n1	85
O=C1c2ccccc2CC1Sc1nnc(-c2ccccn2)o1 (configuration not stated)	91
Cc1[nH]c2ccc(-c3nnc(SCC(=O)c4ccc(F)cc4)o3)cc2c1C	85
CC(=O)c1cc(C#N)c(SCCC(C)C)nc1C	99
O=C(CSc1nc2c(c(=O)n1-c1ccc(Cl)cc1)SCC2)NCc1ccco1	92
Clc1ccc(-c2nnc(SCc3ccon3)o2)c(Cl)c1	82
O=C1CSC(c2ccccc2)N1CC12CC3CC(CC(O)(C3)C1)C2 (configuration not stated)	85
Cn1c2c(c(=O)n(C)c1=O)C(NC(=O)c1cccs1)(C(F)(F)F)C(=O)N2 (configuration not stated)	83
COc1cc(NC(=O)CSc2nc3ccccc3c(=O)n2C)ccc1NC(=O)c1ccco1	99
COc1cc2cc(CN(Cc3nnnn3Cc3ccco3)C3CCCCC3)c(=O)[nH]c2cc1OC	81
Clc1ccc2c(c1)C(N1CCNCC1)=Nc1ccccc1O2	87
Cc1occc1C(=O)NC(C)c1ccc2c(c1)OCO2 (configuration not stated)	96
Cc1cc(C)n(-c2nc3c(c(=O)[nH]c(=O)n3C)n2C)n1	100
CC(C)(O)c1nnn(-c2ccccc2)c1C(F)(F)F	81
CCCCC(NC(C)=O)c1nc2ccccc2n1CCC (configuration not stated)	94
CCOc1ccccc1Oc1c(C)oc2c(CN3CCN(C)CC3)c(O)ccc2c1=O	98
Cc1cc(C)nc(NC(=O)c2c(-c3c(Cl)cccc3Cl)noc2C)n1	89
O=S(=O)(Cc1ccc(Cl)cc1)N1CCCC1	83
Cc1nnc(SCC(=O)Nc2ccc3c(c2)OCO3)o1	83
COc1ccccc1NS(=O)(=O)c1ccc(NC(C)=O)cc1	106
O=C1CCC(=O)N1OCCCCOc1ccccc1	90
COc1ccccc1N1CCN(CCOc2c(OC)cccc2OC)CC1	92
Cc1cc(=O)[nH]c2c1cnn2Cc1ccccc1	94
COc1ccccc1N(CC(=O)NC1CCCC1)C(=O)c1csnn1	88
CN(C(=O)c1ccc2c(c1)OCO2)C1(C(=O)NC2CCCC2)CCCCC1	86
COc1ccc(CNC2CCCCC2C)c(OC)c1 (configuration not stated)	89
Cc1cc(NC(=O)c2cc(-c3cccc(Cl)c3)on2)no1	82
CCOC(=O)c1ccc(NC(=O)CSC2=NC(=O)C(CC)C(=O)N2)cc1 (configuration not stated)	72
CC(=O)Nc1cc2c(cc1Br)OCCO2	112
CCOc1ccc(OCC)c(C2C(C#N)=C(N)N(c3cccnc3)C3=C2C(=O)CC(C)(C)C3)c1 (configuration not stated)	97
CCC(=O)N1CCN(c2ccc(Cl)cc2NC(=O)c2ccc3c(c2)OCCO3)CC1	76
Cc1ccc(N2CC(C(N)=O)CC2=O)cc1C (configuration not stated)	95
O=C(NCCCn1ccnc1)NC(C(F)(F)F)C(F)(F)F	103
CC(C)(C)c1ccc(S(=O)(=O)NCCc2ccncc2)cc1	74
CCCCCc1c(C)nc(N2CCc3ccccc32)[nH]c1=O	90
CC(C)COC(=O)c1nnsc1NC(=O)Nc1ccccc1	105
CNc1nn(-c2cccc(Cl)c2)nc1N	92

Single entries from the results shown:
`Cc1cc(NC(=O)c2cc(-c3cccc(Cl)c3)on2)no1` | SK-BR-3 tox 24h = 82
`CC(C)COC(=O)c1nnsc1NC(=O)Nc1ccccc1` | SK-BR-3 tox 24h = 105
`CCCCCc1c(C)nc(N2CCc3ccccc32)[nH]c1=O` | SK-BR-3 tox 24h = 90

More structures follow:
SMILES	SK-BR-3 tox 24h
O=C1c2ccccc2C(=O)N1CNc1ccccc1	100
Cc1ccc(NC2=NCC(=O)N2Cc2ccc3c(c2)OCO3)c(C)c1	80
CN1CCN(c2ccc(NC(=O)Cc3ccccc3)cc2)CC1	103
COC(=O)c1cccc(Oc2nc3c(c(=O)n(C)c(=O)n3C)n2Cc2ccc(C)cc2)c1	133
O=C(CSc1nnc(-c2cccnc2)n1Cc1ccco1)N1c2ccccc2Sc2ccccc21	103
COc1cc2c(cc1OC)-c1cc(NC3CCCCC3)nc(=O)n1CC2	97
COc1ccc2c(c1OC)C(=O)N(C(C)C(=O)O)C2=O (configuration not stated)	80
CCn1ncc(Cl)c1C(=O)Nc1ccncc1	100
N#CC1=C2SCCN2C(=O)C(C#N)C12CCCCC2 (configuration not stated)	83
COc1cccc(-c2nc3cc(C)ccc3o2)c1	101
c1ccc(Cn2nnc3c(Nc4ccc5c(c4)OCO5)nc(C4CC4)nc32)cc1	77
CCn1c(SCc2ccc(C)cc2)nnc1-c1cnccn1	75
Cc1noc(C)c1CSc1nnc(-c2cc(Cl)ccc2Cl)n1N	95
N=c1ccn(Cc2cccc(Cl)c2)cc1	98
O=C(CS(=O)CC(=O)N(CC(=O)NC1CCCC1)C1CCCC1)Nc1ccc(F)cc1 (configuration not stated)	140
CC(C)Sc1nc(N2CCOCC2)c2c(c1C#N)CC(C)(C)SC2	91
COc1cccc(N2CCN(C3CC(=O)N(c4ccc(F)c(Cl)c4)C3=O)CC2)c1 (configuration not stated)	92
COc1ccc(CNC(=O)c2cccc(N3CCCC3=O)c2)cc1	93
COc1cccc(C(=O)N2CCCC(c3nc(-c4cccs4)no3)C2)c1 (configuration not stated)	102
COc1ccc(C(=O)CSc2nnc(Cn3cnc4ccccc43)o2)cc1	95

Assay outcomes (PubChem)
